Source: PubChem BioAssay
B2AR arrestin: beta2AR (human) beta-arrestin recruitment activity; P07550; beta-arrestin recruitment to beta2AR, cell-based reporter; Potency, µM (top dose mostly 46.1 µM), for the others: at the highest dose activation, hits mostly activators; 0.02% of 330,000 active; AID 492947;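 further: potency means the concentration at half of the fitted maximal effect; 0% = DMSO controls and full agonism = EC100 isoproterenol or metaproterenol; nearly all actives have a fitted effect of over 65% in size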
Target sequence (P07550 whole entry, looked up): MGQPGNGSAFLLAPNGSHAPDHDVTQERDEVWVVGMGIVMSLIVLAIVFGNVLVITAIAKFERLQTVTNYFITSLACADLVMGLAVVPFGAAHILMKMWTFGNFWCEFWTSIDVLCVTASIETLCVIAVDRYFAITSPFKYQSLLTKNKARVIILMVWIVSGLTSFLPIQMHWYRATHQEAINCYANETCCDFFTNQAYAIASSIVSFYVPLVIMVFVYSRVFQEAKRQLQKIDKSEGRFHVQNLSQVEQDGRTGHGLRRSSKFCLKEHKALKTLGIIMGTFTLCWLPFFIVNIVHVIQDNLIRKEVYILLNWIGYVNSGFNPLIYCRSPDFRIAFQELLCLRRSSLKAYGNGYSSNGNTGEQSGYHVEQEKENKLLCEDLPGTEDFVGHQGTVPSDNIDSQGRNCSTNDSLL
uPA generation: blocks generation of uPA at the cell surface; cell surface uPA generation assay, qHTS; Potency, µM (top dose mostly 38.3 µM), for the others: at the highest dose activity change, negative = inhibition, most hits filed as inhibitors; 0.31% of 330,000 active; active means well fitted inhibition curve with a large enough effect; inconclusive means small, poorly fitted or top-dose-only effect; inactive means no such curve, though single readings can be large or run the other way; tested in mouse RAW 264.7 cells; further: potency means the concentration at half of the fitted maximal effect; on the % scale 0 is the no-effect control and ±100 the full control effect; nearly all actives have a fitted effect of over 55% in size
TSG101-PTAP inh: blocks PTAP/TSG101 interaction to inhibit HIV-1 budding | Q99816 | Fluorescence polarization, FITC-PTAP peptide / Tsg101 binding | Potency, µM (doses to about 115 µM), inactives show top-dose activity change, negative = inhibition, actives largely listed as inhibitors | 340,000 tested, under 10 active; active means well fitted inhibition curve with a large enough effect in the main read-out, with a control signal flat, not every such curve was filed as active; inconclusive means small, poorly fitted or top-dose-only effect, or effect the other way, or a change in a side signal; inactive means no such curve, though single readings can be large or run the other way; further: potency means the concentration at half of the fitted maximal effect; % of control where 0% means no effect
Target sequence (Q99816 whole entry, looked up): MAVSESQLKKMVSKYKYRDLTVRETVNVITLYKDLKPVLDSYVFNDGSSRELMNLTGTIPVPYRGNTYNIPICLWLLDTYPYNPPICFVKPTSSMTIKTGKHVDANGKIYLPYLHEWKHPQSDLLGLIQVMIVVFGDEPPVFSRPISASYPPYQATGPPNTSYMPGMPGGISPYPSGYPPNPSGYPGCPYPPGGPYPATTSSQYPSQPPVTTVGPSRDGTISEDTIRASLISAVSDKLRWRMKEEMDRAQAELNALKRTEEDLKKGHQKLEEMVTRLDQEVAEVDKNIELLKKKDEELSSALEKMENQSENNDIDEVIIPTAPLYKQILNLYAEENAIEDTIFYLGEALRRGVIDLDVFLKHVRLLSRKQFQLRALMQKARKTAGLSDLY
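Tsg101 binding domain (10 uM final) was mixed with compound and a FITC-labeled PTAP peptide (50 nM final) in HEPES pH 7.5 buffer with NaCl, Tween 20, EDTA and TCEP; fluorescence polarization was read after 20 min at r.t.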
ELG1 repair inh: inhibitors of ELG1-dependent DNA repair in HEK293T cells. HEK293T ELG1-luciferase reporter, luminescence, 16 h; DNA damage induced by 5-fluorouridine. Potency, µM (doses to about 46.1 µM), for the others: at the highest dose activity change, negative = inhibition, usual class: inhibitors. 2.3% of 330,000 active. AID 504467; further: potency means the concentration at half of the fitted maximal effect; on the % scale 0 is the no-effect control and ±100 the full control effect; nearly all actives have a fitted effect of over 55% in size
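5-Fluorouridine DNA damage + compound/DMSO, 2,000 cells/well, 16 h, 37 °C/5% CO2. ONE-Glo, 30 min RT, luminescence. Readout = decrease in reporter signal.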
USP2a inh: inhibitors of human ubiquitin-specific protease USP2a. O75604. Potency, µM (highest dose often 38.3 µM), for the others: at the highest dose activity change, negative = inhibition, hits mostly inhibitors. USP2 core, Ub-CHOP2 coupled fluorogenic reporter, 485/531. 0.01% of 330,000 active;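 further: potency means the concentration at half of the fitted maximal effect; plate controls were DMSO wells for no effect and full inhibition by NEM control for full effect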
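Cell-free coupled assay: 10nM USP2 core preincubated 30min RT with compound in Tris-HCl pH 8.0/CaCl2/CHAPS buffer, then 25nM Ub-CHOP2 and 25nM reporter substrate; fluorescence (Ex 485/Em 531) read after 60min RT, normalized to NEM inhibition, concentration-response curves fitted.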
Eya2 inh: blocks the phosphatase activity of human Eya2; O00167; recombinant Eya2, OMFP fluorescence dephosphorylation (OMFP is methylfluorescein phosphate); Potency, µM (doses to about 76.9 µM), for the others: at the top dose activity, negative = inhibition, hits mostly inhibitors; 0.006% of 330,000 active; AID 488837; further: potency means the concentration at half of the fitted maximal effect; on the % scale 0 is the no-effect control and ±100 the full control effect
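Eya2 (0.2 uM) preincubated 10 min at ambient with compound, then OMFP substrate added at 50 uM; 10 min reaction in 50 mM HEPES pH 7.5, 50 mM NaCl, 5 uM MgCl2, 0.05% BSA, 1 mM DTT. Fluorescence read at Ex 485/Em 525 nm.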
Mito fusion act: mitochondrial division inhibition or fusion activation; S. cerevisiae fusion-defective mutant growth rescue, CellTiterGlo 48 h; Potency, µM (doses to about 46.1 µM), for inactives: top-dose growth rescue (activation), hits mostly activators; AID 485298; 0.23% of 320,000 active;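 further: potency means the concentration at half of the fitted maximal effect; % of control where 0% means no effect; nearly all actives have a fitted effect of over 45% in size; temperature-sensitive fusion mutants such as fzo1-1 at 37 °C on non-fermentable ethanol glycerol medium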
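Yeast fusion mutant, YPEG (non-fermentable carbon), compound, 48 h at 37C non-permissive; CellTiterGlo added, 10 min RT, luminescence read. Rescued growth = division inhibition.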
TCR act: T cell receptor activation; primary human leukocytes, anti-CD3, IL-2 HTRF, 48 h; Potency, µM (highest dose often 9.22 µM), inactives show at the top dose activation of IL-2 secretion, usual class: activators; 330,000 tested, under 10 active; AID 504894; further: % of control where 0% means no effect
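IL-2 release read by HTRF sandwich (Eu cryptate donor, d2 acceptor, 665 nm emission) after 48 hr exposure of primary human leukocytes to compound together with anti-CD3 beads in the absence of co-stimulatory signals.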
BCR signal inh: blocks chronic active B-cell receptor signaling; ABC-DLBCL IkBa-CBG/CBR reporter, luminescence ratio, 4 h; Potency, µM (highest dose often 46.1 µM), without a hit: top-dose ratio change, negative = lower green/red ratio, hits mostly inhibitors; 0.05% of 340,000 active; AID 493014; active means well fitted inhibition curve with a large enough effect in the signal ratio, with a control signal flat, not every such curve was filed as active; inconclusive means small, poorly fitted or top-dose-only effect, or effect the other way, or a change in a side signal; the % refers to the signal ratio;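 further: potency means the concentration at half of the fitted maximal effect; plate controls were basal doxycycline-induced cells for no effect and cells given 10 µM MG132 for full effect; MG132 reads +100%, hits lower the ratio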
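Doxycycline induced both beetle luciferases in TMD8 lymphoma cells; IKK-driven degradation limits the IkappaBalpha-fused green signal, while red luminescence normalises for cell number and nonspecific effects. Compounds tested up to 46 uM, 4 hrs.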
Tb PFK block: T. brucei PFK enzyme inhibition. O15648. T. brucei PFK, ADP-Glo luminescence. Potency, µM (highest dose often 57.5 µM), without a hit: top-dose activity, negative = inhibition, most hits filed as inhibitors. 0.17% of 330,000 active;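 further: potency means the concentration at half of the fitted maximal effect; 0% = uninhibited 1x PFK enzyme wells and -100% = no-enzyme wells; nearly all actives have a fitted effect of over 60% in size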
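Compounds were pin-transferred as a titration series up to 57 uM into substrate buffer (0.5 mM F6P, 0.1 mM ATP, pH 8.0), then 1.25 nM PFK was added and reactions ran 45 min before ADP-Glo detection.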
TSHR antagonist: blocks TSH signaling through the human TSH receptor | P16473 | TSHR-expressing cells, TSH-stimulated cAMP HTRF, 2 h; stronger effect = lower value | activity change, negative = inhibition, % at 11.5 µM | 0.2% of 330,000 active | AID 504810;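 active means activity change below a set negative limit, meaning inhibition stronger than a set level, cut at about -70% in these data; inconclusive means activity change between two set negative limits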; further: on the % scale 0 is the no-effect control and ±100 the full control effect
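TSHR-expressing cells were treated with compounds, then stimulated with TSH at EC80 (4nM final) for 2 hours at 37 deg C. Cellular cAMP was measured by HTRF competition between lysate cAMP and cAMP-d2 for a cryptate-labelled anti-cAMP antibody.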
Starred values were filed as active, the others as inactive; ? = inconclusive; · = no result given; [ ] = dose if it differs, or a comment. Unless noted, the call rests on the fitted dose curve; in most records, active means well fitted curve in the direction sought with a large enough effect; inconclusive means small, poorly fitted or top-dose-only effect, or another doubt; inactive means no such curve, though single readings can be large; an effect the other way counts as inactive or inconclusive.

smiles	ELG1 repair inh	TSHR antagonist	Eya2 inh	uPA generation	TCR act	TSG101-PTAP inh	Tb PFK block	B2AR arrestin	BCR signal inh	Mito fusion act	USP2a inh
Cc1nnc(NC(=O)c2ccc(S(=O)(=O)N3CCCCCC3)cc2)o1	-11%	5	4%	-5%	5%	-7%	0%	0.0%	-11%	-5%	3%
CC1OC(OC2C(Oc3c(-c4ccc(O)cc4)oc4cc(O)cc(O)c4c3=O)OC(COC3O[C@@H](C)[C@H](O)[C@@H](O)C3O)C(O)C2O)C(O)C(O)C1O (some centres not stated)	13%	4	-11%	9%	3%	-5%	2%	-0.4%	-2%	-3%	2%
OC1(c2ccc(F)cc2)CCN(Cc2ccccc2)C1 (configuration not stated)	8%	-7	-15%	-4%	-6%	-8%	-1%	0.5%	-1%	-3%	-1%
CCc1nc2ccc(Cc3ccc4nc(CC)[nH]c4c3)cc2[nH]1	-25%	5	-3%	2%	-8%	-3%	-1%	0.0%	?	2%	-7%
CC(C)n1c(O)c(N=NC(=O)c2ccccc2NS(=O)(=O)c2cccs2)c2ccccc21	-12%	4	2%	14%	2%[46.1 µM]	1%	-1%	-1.1%	9%	-3%	2%
Cc1ccc(S(=O)(=O)NCCCCCC(=O)Nc2nccs2)cc1	?	5	8%	0%	1%	0%	4%	-0.1%	?	7%	-4%
NC(=O)COC(=O)CN1C(=O)C2CCCCC2C1=O (configuration not stated)	28%	19	-1%	-1%	-4%[46.1 µM]	6%	5%	0.0%	-5%	-3%	5%
O=C(CN1CCOCC1)Nc1cccc(C(=O)Nc2cccc(C(F)(F)F)c2)c1	-16%	0	5%	-2%	0%	-10%	-5%	-0.4%	7%	-5%	0%
CCCOc1ncnc2c1[nH]c1ccc(OC)cc12	?	-4	-5%	4.5µM*	-1%	0%	-7%	-0.4%	9%	-5%	2%
CCC1CCCCN1CCCNC(=O)c1cc2c(Cl)nc3ccccc3c2s1 (configuration not stated)	22%	3	1%	?	15%	-8%	-6%	-0.1%	?	-5%	3%
CC(=O)Oc1ccc2c(c1)O/C(=C\c1ccncc1)C2=O	9%	-5	-13%	-24%	4%	?	1%	-0.5%	?	1%	?
O=C(O)/C=C/C(=O)NCCC1=CCCCC1	13%	3	1%	-8%	-2%	-4%	3%	0.5%	8%	5%	1%
COC(=O)[C@]1(C)N[C@H](c2ccc(SC3CCCCC3)cc2)[C@@H]2C(=O)N(C)C(=O)[C@@H]21	-4%	-2	-3%	-2%	-1%	-5%	14%	0.1%	-2%	?	0%
CNC(=O)CSc1nc2sccc2c(=O)n1-c1ccccc1	1%	-5	6%	4%	-20%	-4%	1%	0.2%	?	2%	-1%
CCCOC(=O)Nc1ccc(S(=O)(=O)Nc2ncccn2)cc1	12%	5	-29%	-1%	5%	-2%	0%	-0.1%	-2%	-7%	12%
COc1ccc(Nc2ncccc2C(=O)O)cc1	?	-17	7%	·	6%	-9%	3%	-0.6%	8%	4%	5%
Cc1ccc(NC(=O)COC(=O)c2ccccc2-c2nc3ccccc3s2)c(C)c1	?	3	-4%	3%	-7%[46.1 µM]	-1%	-4%	0.0%	-4%	?	-1%
COc1ccc(C2C(C(=O)NCCN(C)C)c3cc(OC)c(OC)cc3C(=O)N2C)cc1OC (configuration not stated)	1%	-6	2%	0%	-14%	-4%	-13%	-0.1%	8%	-2%	3%
CCOC(=O)N1CCN(C(=O)c2ccc3c(=O)n(-c4cc(OC)ccc4OC)c(=S)[nH]c3c2)CC1	3%	5	-9%	2%	-3%	-3%	-2%	0.2%	5%	-1%	2%
O=S(=O)(c1ccc(Cl)cc1)N1CCN(c2ccc(N3CCOCC3)nn2)CC1	0%	-4	9%	-5%	1%	0%	-1%	-0.4%	5%	0%	-1%
Cc1ccc(-n2c(C)cc(/C=N/NC(N)=S)c2C)cc1	?	-13	-2%	6%	-12%[46.1 µM]	-5%	3%	3.0%	-20%	28%	1%
Cc1cc(=O)[nH]c2c1c(C)nn2C(C)(C)C	11%	-3	4%	3%	-6%	0%	-2%	-0.9%	-6%	0%	4%
COC(=O)c1[nH]c2c(c1C)C(=O)CC(c1ccc(OC)c(OC)c1)C2 (configuration not stated)	?	-5	9%	-4%	1%	-5%	0%	0.1%	?	-2%	2%
O=C(Cc1ccccc1)NC(NC(=S)Nc1cc(Cl)ccc1Cl)C(Cl)(Cl)Cl (configuration not stated)	0%	3	-15%	-1%	2%	1%	-2%	4.1%	?	1%	5%
Cn1c(=O)c2c(nc(Oc3ccccc3Cl)n2C)n(C)c1=O	?	4	-21%	0%	1%	-3%	3%	-0.6%	?	?	3%

Going on with the list:
smiles	ELG1 repair inh	TSHR antagonist	Eya2 inh	uPA generation	TCR act	TSG101-PTAP inh	Tb PFK block	B2AR arrestin	BCR signal inh	Mito fusion act	USP2a inh
CC1CCCC(NC(=O)COC(=O)c2ccc3c(c2)OCCO3)C1C (configuration not stated)	8%	-10	-9%	-5%	-1%	1%	2%	-4.0%	5%	·	3%
NC(=O)c1c(NC(=O)CSc2nc(N)cc(=O)[nH]2)sc2c1CCCC2	?	16	-13%	-15%	9%	-1%	0%	-0.5%	?	-3%	0%
Cc1ccc(OCC(=O)NCCS(=O)(=O)N2CCN(c3ccccc3)CC2)cc1	2%	-12	5%	0%	0%	-1%	0%	-0.9%	?	1%	-1%
CCN(C(=O)COn1nnc2ccc(S(=O)(=O)N(C)C)cc21)C1CCS(=O)(=O)C1 (configuration not stated)	?	1	-9%	5%	2%	-7%	-4%	-0.1%	?	-5%	0%
C=CCC1(CC=C)CCCN1C(=O)C1CCC(=O)N(CCc2ccc(Cl)cc2)C1 (configuration not stated)	-14%	2	-11%	?	4%	1%	7%	-0.2%	?	3%	-1%
COc1ccc(Cl)cc1Nc1nc(C)cc(=O)[nH]1	0%	-2	-16%	-2%	0%	0%	-4%	0.2%	3%	-7%	2%
COC(=O)c1cc(=O)n(Cc2ccccc2)c(=NCc2ccccc2)s1	5%	4	10%	·	·	·	1%	-0.1%	6%	-4%	1%
CCN(CC)C(=O)C1CCN(c2ncnc3c2cnn3-c2ccc(C)cc2C)CC1	18%	8	-1%	0%	-2%	-8%	-3%	-1.1%	5%	5%	4%
CCOC(=O)c1cn(-c2ccccc2)nc1-c1cccnc1	-1%	27	-30%	-5%	4%[46.1 µM]	-6%	-9%	-0.6%	12%	4%	0%
COCCn1c(=O)c2c(nc3n2CCN3c2ccc(C)cc2)n(C)c1=O	5%	11	10%	·	·	·	2%	-0.2%	2%	0%	3%
COc1ccccc1Cn1c(=S)[nH]c2cc(C(=O)NC(C)C)ccc2c1=O	?	5	3%	5%	-1%	-1%	1%	-1.0%	-2%	0%	-4%
CCOC(=O)CSc1nc2cc(C(=O)NCc3ccco3)ccc2c(=O)n1C1CCCCC1	-5%	0	-1%	·	3%	-4%	-9%	-0.2%	2%	4%	5%
O=C(N[C@H]1CCCCNC1=O)c1cc(COc2ccc(F)cc2F)on1	?	-5	-11%	4%	-8%	2%	-2%	0.4%	2%	-3%	-8%
COC(=O)C1SCC2C(=O)N(Cc3ccc(Cl)cc3)CC(=O)N21 (configuration not stated)	5%	19	10%	0%	1%	-4%	0%	-1.0%	-3%	-6%	4%
CCOc1ccc(S(=O)(=O)/N=C(/Nc2ccc(OC)cc2)c2ccccc2)cc1	15%	1	-2%	-2%	2%	1%	0%	0.2%	-12%	7%	1%
N#Cc1ccc(Oc2ccc(S(=O)(=O)N3CCCCC3)cn2)cc1	1%	-26	11%	-1%	-1%	-10%	-2%	4.4%	1%	1%	-3%
CCOc1ccc(C(=O)C(C)OC(=O)c2nc(Cl)ccc2Cl)cc1 (configuration not stated)	?	-10	-8%	-4%	6%	-1%	6%	-0.3%	11%	2%	3%
COC(=O)c1cn(C(=O)c2ccccc2Cl)c2ccccc12	-9%	8	2%	-4%	-3%	?	5%	0.1%	?	-4%	6%
COc1ccc(CN(C)C(=O)c2[nH]c(C)c(C(C)=O)c2C)cc1F	-18%	0	8%	0%	-1%	-5%	-8%	-0.3%	-9%	1%	1%

Rows are unselected (roughly 3% active in at least one column).
